# mIAP inh – mouse IAP inhibition; AID 2806; purified mouse IAP, CDP-Star luminescence, 30 min; hit rate 0.2% among 330,000; inhibition, % at 10 µM;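 active = inhibition of at least 40% at 10 µM in the primary screen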;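 note: plate controls were DMSO with enzyme for no effect and no enzyme wells for full effect; values of inactives mirror those of a sister screen read the other way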
# SENP1 FRET inh – SENP1 (human) catalytic domain inhibition; Q9P0U3; recombinant SENP1 catalytic domain, CyPet-SUMO1-YPet FRET cleavage; inhibition, % at 10 µM; hit rate 0.21% among 360,000; AID 624204;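 active = inhibition at least 30% at 10 µM, raw YFP signal under a set limit, fluorescence ratio 0.5 to 1.5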;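 note: 0% = enzyme with DMSO and 100% = no enzyme wells; some results filed as inactive read as strong as hits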
# Target sequence (Q9P0U3 419-644 limits assumed): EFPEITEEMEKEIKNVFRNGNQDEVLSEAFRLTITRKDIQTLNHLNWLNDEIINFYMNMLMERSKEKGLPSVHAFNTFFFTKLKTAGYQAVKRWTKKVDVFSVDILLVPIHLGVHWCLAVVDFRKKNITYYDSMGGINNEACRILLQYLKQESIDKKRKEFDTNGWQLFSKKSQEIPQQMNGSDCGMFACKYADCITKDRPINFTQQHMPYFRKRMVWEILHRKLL
#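 system = hSENP1 catalytic domain, recombinant | reagent = SFCypet-SUMO1-SFYpet substrate at 25 nM | doses = one dose per compound, 10 µM, 0.5% DMSO | incubation = enzyme reaction for 50 min at room temperature, dark | measured by = FRET, CFP and YFP emission | controls = no-enzyme low, enzyme-DMSO high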
# NLRP3 yeast inh – inhibitors of NALP3 inflammasome in yeast; Yeast reconstituted NLRP3/ASC/caspase-1, beta-gal luminescence, 24 h; inhibition, % at 10 µM; hit rate 0.39% among 330,000;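 active = inhibition of 50% or more; inactive = inhibition below 50%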;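 note: plate controls were induced DMSO wells for no effect and uninduced yeast grown without galactose for full effect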
# mIAP activ – increases mouse intestinal alkaline phosphatase activity. hit rate 0.24% among 330,000. activation factor at 10 µM. muIAP, CDP-Star luminescence, 30 min; active compounds read high; 1 = vehicle-only enzyme signal, 0 = enzyme-free wells. AID 2805;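 active = activation factor of at least 2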; note: the source names both 10 and 20 µM as test concentration; values of inactives mirror those of a sister screen read the other way
#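 also added = chemiluminescent substrate CDP-Star | test system = mouse IAP enzyme | signal = chemiluminescence readout | compound = DMSO-dissolved test compounds | incubation = 30 min at room temperature | benchmarks = DMSO wells, no-enzyme wells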
# hIAP block – blocks human intestinal alkaline phosphatase; P09923; purified IAP, CDP-Star luminescence, 30 min; inhibition, % at 10 µM; hit rate 0.12% among 330,000; AID 2544;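 active = inhibition reaching a set limit with compound at 10 µM in the primary screen, cut at about 35% in these data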;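 note: plate controls were DMSO wells with enzyme for no effect and no-enzyme buffer wells for full effect; values of inactives mirror those of a sister screen read the other way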
# hIAP activ – increases human intestinal alkaline phosphatase activity; P09923; purified human IAP, CDP-Star luminescence, 30 min; active compounds read high; 1 = vehicle-only enzyme, 0 = enzyme-free background; activation factor at 10 µM; hit rate 0.16% among 330,000;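 active = activation factor of the enzyme at least 2-fold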; note: the source names both 10 and 20 µM as test concentration; values of inactives mirror those of a sister screen read the other way
# APOBEC3G inh – inhibitors of human APOBEC3G DNA deaminase. Q9HC16. recombinant A3G, ssDNA deamination FAM/TAMRA fluorescence. inhibition, % at 20 µM. hit rate 0.28% among 330,000. AID 493012;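 active = inhibition of at least 40% at 20 µM, with no more than 30% in the related APOBEC3A deaminase screen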;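 note: plate controls were DMSO wells with A3G for no effect and wells lacking A3G enzyme for full effect; some compounds called inactive have numbers as strong as hits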
# Target sequence (Q9HC16 whole entry, looked up): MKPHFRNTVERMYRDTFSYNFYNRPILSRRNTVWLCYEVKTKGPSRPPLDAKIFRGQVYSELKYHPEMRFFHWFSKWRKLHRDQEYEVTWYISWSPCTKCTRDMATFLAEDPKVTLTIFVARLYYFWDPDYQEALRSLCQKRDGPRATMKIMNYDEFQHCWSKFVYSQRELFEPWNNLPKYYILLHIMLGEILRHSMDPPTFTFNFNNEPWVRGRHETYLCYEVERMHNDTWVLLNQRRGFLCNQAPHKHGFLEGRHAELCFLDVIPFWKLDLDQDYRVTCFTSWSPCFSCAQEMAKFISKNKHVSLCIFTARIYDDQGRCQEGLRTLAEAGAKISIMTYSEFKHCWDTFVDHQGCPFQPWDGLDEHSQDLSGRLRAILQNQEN
# A3A deaminase – blocks human APOBEC3A ssDNA deamination; P31941; recombinant A3A, FAM/TAMRA ssDNA deamination fluorescence; inhibition, % at 20 µM; hit rate 0.41% among 330,000; AID 493011;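 active = at least 40% inhibition at 20 µM here, with at most 30% in a related deaminase screen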;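 note: plate controls were A3A with DMSO for no effect and wells lacking A3A enzyme for full effect; some results filed as inactive read as strong as hits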
# Target sequence (P31941 whole entry, looked up): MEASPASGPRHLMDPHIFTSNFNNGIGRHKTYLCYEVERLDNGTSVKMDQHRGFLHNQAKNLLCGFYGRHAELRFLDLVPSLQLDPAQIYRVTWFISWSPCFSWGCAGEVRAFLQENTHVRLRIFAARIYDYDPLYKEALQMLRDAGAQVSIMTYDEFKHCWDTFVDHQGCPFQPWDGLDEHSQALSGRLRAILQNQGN
# beta cell repl – MIN6 beta-cell proliferation induction; AID 2380; hit rate 0.29% among 330,000; proliferation, % at 10 µM; MIN6 cells proliferation, ATPlite luminescence, 48 h; cells starved in 0.2% serum; 100% = growth in 10% serum;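 active = compounds whose signal lies at least 3.5 SD above the mean of all wells on their plate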;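 note: 0% = DMSO-treated cells in low-serum medium and 100% = 10% serum control; some compounds called inactive have numbers as strong as hits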
# * hit, by the source's call; · = no result given. An excerpt; rates above refer to the full screens.
SMILES,mIAP inh,SENP1 FRET inh,NLRP3 yeast inh,mIAP activ,hIAP block,hIAP activ,APOBEC3G inh,A3A deaminase,beta cell repl
Cc1ccc(S(=O)(=O)n2c(=O)oc3ccccc32)cc1,5,2,19,0.95,-23,1.2,2,1,6
CC(=O)OCC(=O)[C@@]1(O)[C@H](C)C[C@H]2[C@@H]3CCC4=CC(=O)C=C[C@]4(C)[C@@]3(F)[C@@H](O)C[C@@]21C,-4,2,25,1,6,0.94,-3,1,-3
CCN1CCN(C(=O)c2ccccc2Nc2ccc(SC(F)F)cc2)CC1,1,0,16,0.99,5,0.95,-3,0,-3
CCCC1(CCC)NC(=O)N(CC(=O)c2cc(C)n(-c3ccc4c(c3)OCO4)c2C)C1=O,-8,-1,1,1.1,-4,1,-6,-1,-4
Cc1ccc(OC(=O)COc2ccccc2C)c(-n2nc3ccccc3n2)c1,8,6,14,0.92,2,0.98,-10,-5,-1
CSc1ccc(CN(C)C(=O)C23CC4CC(CC(Cl)(C4)C2)C3)cc1,6,-1,20,0.94,-7,1.1,-9,0,-3
CCOC(=O)C1=C(C)N(C[C@@H]2CC[C@@H](Cc3ccc(-c4ccccc4)cc3)O2)C(=O)NC1c1ccc([N+](=O)[O-])cc1 (some centres not stated),11,1,·,0.89,·,·,1,3,·
Cc1cc(CNC(=O)COc2ccc([N+](=O)[O-])cc2)c2ccccc2n1,16,-2,0,0.84,2,0.98,-4,1,-2
Cc1ccc(N2C(=O)C3CCCN3C2=S)cc1C (configuration not stated),-2,1,1,1,6,0.94,-3,7,2
COC(=O)c1[nH]c2ccccc2c1NC(=O)CCN1CCN(C2CCCCC2)CC1,8,·,-13,0.92,-3,1,0,1,-1
O=C(O)C1CC(=O)N(Cc2cccnc2)C1 (configuration not stated),11,3,-4,0.89,3,0.97,-7,-3,-2
C=CC(C)(C)O[C@@H]1O[C@H](CO)[C@@H](O)[C@H](O)[C@H]1O,6,5,9,0.94,5,0.95,6,3,-1
COc1cc(CNCCN2CCOCC2)ccc1OCC(=O)NC(C)(C)C,-17,0,-2,1.2,-14,1.1,-2,-5,-2
Cc1ccc(C(=O)NCC(=O)OCCCn2c(=O)[nH]c3ccccc32)cc1,6,1,-3,0.94,-4,1,-4,-4,1
CCCOc1ccc(OC(=O)c2ccc(Br)o2)cc1,8,1,10,0.92,-6,1.1,-1,1,-3
CSCCC(=O)NC1CCCN(CCc2ccccc2)C1 (configuration not stated),-5,-2,10,1.1,-4,1,-4,-4,-2
CN(CC(=O)Nc1ccccc1Cl)C(=O)COC(=O)c1cnccn1,-3,1,9,1,35*,0.65,-2,0,0
O=C(COC(=O)Cc1ccc(F)cc1)NC1CCCCCC1,-1,3,-3,1,6,0.94,-6,-1,-1
CC[C@@H](C)[C@@H]1CN([C@@H](CN2CCC[C@H]2CN2C(N)=NC[C@H]2C(C)C)C(C)C)C(=N)N1CCc1ccc(Cl)c(Cl)c1,-24,-2,23,1.2,2,0.98,-6,-3,-3
Cc1ccccc1-c1nc(CN2CCC(C(=O)NC3CCN(Cc4ccccc4)CC3)CC2)c(C)o1,-19,-2,17,1.2,9,0.91,3,2,-7
CN1CCc2c(sc3nc(SCC(=O)NCc4ccco4)n(-c4ccccc4)c(=O)c23)C1,13,-21,4,0.87,11,0.89,3,6,1
CC(C)Oc1ccccc1OCCCCn1cnc2ccccc2c1=O,-6,1,20,1.1,-7,1.1,22,0,-3
CCOC(=O)N1CCN(S(=O)(=O)N2CCCC(C(=O)NCc3ccccc3Cl)C2)CC1 (configuration not stated),-4,0,11,1,7,0.93,-3,-3,-3
Cc1ccc(C2SCCN2C(=O)c2ccc([N+](=O)[O-])cc2)cc1 (configuration not stated),9,3,12,0.91,3,0.97,-2,-1,-2
CCOC(=O)C1=NNC2(c3ccc(Cl)cc3)C(=O)N(c3ccc(C)cc3)C(=O)C12 (configuration not stated),-5,2,19,1,3,0.97,-1,3,-3

# Just SENP1 FRET inh, hIAP activ and mIAP inh, for some of the entries so far:
mol	SENP1 FRET inh	hIAP activ	mIAP inh
CSCCC(=O)NC1CCCN(CCc2ccccc2)C1 (configuration not stated)	-2	1	-5
COC(=O)c1[nH]c2ccccc2c1NC(=O)CCN1CCN(C2CCCCC2)CC1	·	1	8
CCOC(=O)C1=NNC2(c3ccc(Cl)cc3)C(=O)N(c3ccc(C)cc3)C(=O)C12 (configuration not stated)	2	0.97	-5

# Next section
SMILES,mIAP inh,SENP1 FRET inh,NLRP3 yeast inh,mIAP activ,hIAP block,hIAP activ,APOBEC3G inh,A3A deaminase,beta cell repl
Cc1ccc(S(=O)(=O)c2c(C)cc(C)[nH]c2=O)c(C)c1,7,-1,20,0.93,3,0.97,-6,0,-2
CC(=O)c1cccc(NC(=S)NCCC2=CCCCC2)c1,-3,2,6,1,2,0.98,-1,7,-5
Cc1cccc(S(=O)(=O)C(C#N)c2nc3ccccc3nc2N2CCCC2)c1 (configuration not stated),8,7,17,0.92,-4,1,5,-21,-6
COc1ccccc1N1CCN(C2CCCN(S(=O)(=O)c3ccccc3)C2)CC1 (configuration not stated),-14,0,-50,1.1,-18,1.2,-8,-4,0
COCCn1c(=NC(=O)c2ccc3c(c2)OCCO3)sc2cc(S(N)(=O)=O)ccc21,-3,-2,-2,1,-2,1,-7,-1,3
O=C(NC1CCCCCC1)C1c2ccccc2C(=O)N1Cc1cccnc1 (configuration not stated),0,0,2,1,3,0.97,-2,-2,0
C=CC[C@@H](CC(=O)N[C@H](CO)Cc1ccccc1)C(=O)N[C@@H](C)COC(=O)[C@@H](CC=C)Cc1ccc(F)cc1,-11,0,4,1.1,10,0.9,-4,0,1
COc1ccc(C(=O)Nc2ccccc2C(=O)NC(C(=O)NCc2ccco2)C(C)C)cc1 (configuration not stated),-10,1,9,1.1,22,0.78,-3,4,-4
CCOc1ccc(-n2cnc3c(=O)[nH]c(N)nc32)cc1,3,-2,-6,0.97,-4,1,2,-3,-1
COc1ccc(CNC(=O)c2cccnc2Sc2ccc(C)c(C)c2)cc1,-3,1,26,1,21,0.79,-2,-2,0
CCOc1ccccc1NC(=O)COC(=O)C(Cc1ccccc1)NC(=O)c1ccco1 (configuration not stated),-7,3,12,1.1,11,0.89,-5,-3,-4
CC(NC(=O)/C=C/c1ccc(Br)cc1)c1ccc(Cl)cc1 (configuration not stated),6,1,17,0.94,-31,1.3,-3,-3,-4
O=C(Nc1ccc(F)cc1F)Nc1ccc(F)cc1F,-9,0,23,1.1,-16,1.2,-5,2,-4
Nc1ncccc1OCc1cccc(C(F)(F)F)c1,4,-6,18,0.95,4,0.95,0,2,-3
O=[N+]([O-])c1nn(-c2ccc3c(c2)OCCO3)n(O)c1=NC1CCCCCC1,16,5,26,0.84,13,0.87,-1,1,-6
CCC1(c2ccccc2)NC(=O)N(CC(=O)NNC(=O)CCN2CCN(c3ccccc3)CC2)C1=O (configuration not stated),1,-2,3,0.99,-42,1.4,3,-1,-6
CCN(CC)CCNC(=O)C(C(=O)c1ccccc1)n1ccccc1=O (configuration not stated),5,1,1,0.95,2,0.98,-5,-1,0
NC(=O)c1ccc(NC(=O)CCc2nc3ccccc3s2)cc1,5,-9,21,0.95,0,1,-5,6,-2
COc1ccc(S(=O)(=O)n2cnc3ccccc32)cc1OC,1,3,15,0.99,-8,1.1,-11,-5,-4
O=C(N/N=C/c1ccco1)c1csc2c1CCCC2,7,-1,21,0.93,9,0.91,-10,-1,-2
C=CCc1cccc2cc(C(=O)N3CCN(c4ccccn4)CC3)c(=O)oc12,2,-3,12,0.98,12,0.88,-8,-3,-1
Cc1nccn1CCc1n[nH]c(=S)n1Cc1ccccc1,-6,0,14,1.1,-15,1.1,-10,-3,-2
COc1cccc(-c2c(-c3cc(OC)cc(OC)c3)n(C)c3ccc(-c4cnc(OC)nc4)cc23)c1,3,-1,6,0.97,-2,1,-3,1,-6
Cc1cccc(NC(=O)NNC(=O)c2ccc(C)c([N+](=O)[O-])c2)c1,5,1,-11,0.95,-10,1.1,-7,-3,0
O=C(CN1C(=O)NC2(CCCCC2)C1=O)N1CCN(S(=O)(=O)c2cccc([N+](=O)[O-])c2)CC1,6,1,9,0.94,-2,1,-2,2,-1

# Remaining list, next part.
SMILES,mIAP inh,SENP1 FRET inh,NLRP3 yeast inh,mIAP activ,hIAP block,hIAP activ,APOBEC3G inh,A3A deaminase,beta cell repl
COc1ccc(NS(=O)(=O)c2cc(NC(=O)CCNC(C)=O)ccc2N2CCOCC2)cc1,1,2,8,0.99,6,0.94,-4,6,2
O=S(=O)(Nc1cc(F)ccc1F)c1cccc2nonc12,-4,4,2,1,20,0.8,6,11,-4
Cc1ccc(C)c(NC(=O)C2C3CCCC2C3c2ccccc2)c1 (configuration not stated),-1,2,30,1,2,0.98,1,0,0
Cc1occc1-c1nnc(SCC(=O)NCC2CCCO2)n1C (configuration not stated),1,-3,7,0.99,8,0.93,3,7,-1
COC(=O)C(C)Nc1cccc(Br)c1 (configuration not stated),-7,-1,-5,1.1,1,0.99,0,2,-1
CC(C)NC(=O)CSc1nnc(CNC(=O)OC(C)(C)C)n1C,-6,2,-17,1.1,6,0.94,4,7,-1
O=C(Nc1cc(Br)ccc1O)c1cc(-c2ccc3c(c2)OCO3)on1,1,0,5,0.99,5,0.95,-5,0,-1

# A second format for some results above.
# Results follow in this order: mIAP inh | SENP1 FRET inh | NLRP3 yeast inh | mIAP activ | hIAP block | hIAP activ | APOBEC3G inh | A3A deaminase | beta cell repl
Cc1ccc(C)c(NC(=O)C2C3CCCC2C3c2ccccc2)c1 (configuration not stated)
    -1 | 2 | 30 | 1 | 2 | 0.98 | 1 | 0 | 0
Cc1occc1-c1nnc(SCC(=O)NCC2CCCO2)n1C (configuration not stated)
    1 | -3 | 7 | 0.99 | 8 | 0.93 | 3 | 7 | -1
COC(=O)C(C)Nc1cccc(Br)c1 (configuration not stated)
    -7 | -1 | -5 | 1.1 | 1 | 0.99 | 0 | 2 | -1

# Source: PubChem (Sanford-Burnham Center for Chemical Genomics)
